Source: PubChem BioAssay
A3A deaminase – blocks human APOBEC3A ssDNA deamination | inhibition, % at 20 µM | actives 0.41% (n = 330,000) | P31941 | recombinant A3A, FAM/TAMRA ssDNA deamination fluorescence;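 active = at least 40% inhibition at 20 µM here, with at most 30% in a related deaminase screen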;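 note: plate controls were A3A with DMSO for no effect and wells lacking A3A enzyme for full effect; some results filed as inactive read as strong as hits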
Target sequence (P31941 whole entry, looked up): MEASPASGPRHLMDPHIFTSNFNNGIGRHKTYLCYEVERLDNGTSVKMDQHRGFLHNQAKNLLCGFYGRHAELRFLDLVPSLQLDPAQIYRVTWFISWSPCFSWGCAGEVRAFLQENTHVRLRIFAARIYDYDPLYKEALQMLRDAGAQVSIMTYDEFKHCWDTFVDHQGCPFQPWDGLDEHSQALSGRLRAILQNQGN
EBI2 antag – EBI2 (human) antagonism; P32249; EBI2 beta-arrestin recruitment, luminescence, 7a,25-OHC stimulated; inhibition, % at 5 µM; actives 0.81% (n = 360,000); in the data active = inhibition above about 38%;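 note: enzyme fragment complementation signal reports receptor beta-arrestin coupling in cells; 0% = agonist plus DMSO wells and 100% = wells without agonist; some results beyond the cut were filed as inactive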
Target sequence (P32249 whole entry, looked up, the tested form may be a part): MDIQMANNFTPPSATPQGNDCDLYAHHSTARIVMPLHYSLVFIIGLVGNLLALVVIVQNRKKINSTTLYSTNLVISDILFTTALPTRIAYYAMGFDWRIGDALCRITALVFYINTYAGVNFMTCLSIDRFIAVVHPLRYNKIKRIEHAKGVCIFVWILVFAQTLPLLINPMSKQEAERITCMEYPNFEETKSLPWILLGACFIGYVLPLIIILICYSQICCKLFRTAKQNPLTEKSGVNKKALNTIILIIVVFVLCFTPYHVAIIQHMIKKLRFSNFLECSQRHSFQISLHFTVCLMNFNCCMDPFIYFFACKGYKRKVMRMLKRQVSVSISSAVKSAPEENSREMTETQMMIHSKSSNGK
MPTP inh – inhibitors of mitochondrial permeability transition pore; isolated mouse mitochondria, Ca2+ swelling absorbance, 30 min; inhibition, % at 10 µM; actives 1.4% (n = 360,000);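 active = inhibition of 50% or more, scaled per plate between neutral and stimulator controls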;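 note: 0% = DMSO wells given calcium and 100% = 1 mM EGTA wells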
CCR6 antag – antagonists of human CCR6 receptor; CHO-K1 CCR6 PathHunter beta-arrestin, luminescence, CCL20-stimulated; inhibition, % at 20 µM; actives 0.49% (n = 340,000);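 active = compounds whose inhibition of the agonist-driven luminescence signal at 20 µM reaches about 50%, limit read from the data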;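 note: cells stimulated with CCL20 at 14 nM final; plate controls were DMSO with CCL20 for no effect and DMSO without agonist for full effect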
CXCR6 inh – inhibitors of human CXCR6 receptor. O00574. inhibition, % at 20 µM. CHO-K1 PathHunter CXCR6 beta-arrestin, luminescence. actives 0.36% (n = 360,000). AID 602244; in the data active = inhibition above about 34%, passing the limit was not always enough;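 note: antagonist mode with CXCL16 agonist at 10 nM final; 0% = 10 nM CXCL16 with DMSO and 100% = unstimulated wells without agonist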
Target sequence (O00574 whole entry, looked up): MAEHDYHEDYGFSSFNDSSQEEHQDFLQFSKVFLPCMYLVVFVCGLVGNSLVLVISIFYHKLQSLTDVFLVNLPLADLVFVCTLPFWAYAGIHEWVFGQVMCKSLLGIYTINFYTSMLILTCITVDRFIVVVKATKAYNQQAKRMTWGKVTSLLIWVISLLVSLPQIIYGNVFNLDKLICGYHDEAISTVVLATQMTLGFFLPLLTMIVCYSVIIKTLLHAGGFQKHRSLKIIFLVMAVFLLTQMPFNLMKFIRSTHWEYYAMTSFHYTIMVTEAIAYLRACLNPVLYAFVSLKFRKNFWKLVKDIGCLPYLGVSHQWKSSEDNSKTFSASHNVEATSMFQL
Gli-Sufu antag – blocks Gli-Sufu signaling in a luciferase reporter. inhibition, % at 5 µM. actives 0.74% (n = 340,000). Sufu-KO-LIGHT fibroblasts, Gli luciferase reporter luminescence. AID 588413;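 active = inhibition above about 55%, limit read from the data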;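 note: 0% = DMSO-treated cells and 100% = wells with medium but no cells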
GRIN3A LBD mod – modulates the human NR3A ligand-binding domain. AID 1259313. NR3A LBD differential scanning fluorimetry, Tm shift; 0% = protein alone, 100% = glycine-bound protein. actives 2.5% (n = 340,000). Tm shift relative to glycine control, % at 25 µM;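 active = melting temperature shift of at least 10% of the positive control shift, at one fixed dose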
APOBEC3G inh – inhibitors of human APOBEC3G DNA deaminase | recombinant A3G, ssDNA deamination FAM/TAMRA fluorescence | inhibition, % at 20 µM | actives 0.28% (n = 330,000);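 active = inhibition of at least 40% at 20 µM, with no more than 30% in the related APOBEC3A deaminase screen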;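 note: plate controls were DMSO wells with A3G for no effect and wells lacking A3G enzyme for full effect; some compounds called inactive have numbers as strong as hits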
Active calls of the source: *; · = not tested or not shown. The order is random; 5.8% or so of the library scored in one or more.

Field names: A = A3A deaminase; B = EBI2 antag; C = MPTP inh; D = CCR6 antag; E = CXCR6 inh; F = Gli-Sufu antag; G = GRIN3A LBD mod; H = APOBEC3G inh
> O=C(Cc1csc(N2CCOCC2)n1)N/N=C/c1ccc(F)cc1
  A: -2.3	B: 0.2	C: 0.6	D: -4.1	E: 5.3	F: 8.3	G: -0.3	H: -6.1
> Cc1ccccc1OCC(=O)Nc1nc(-c2ccncc2)cs1
  A: -4.6	B: -2.3	C: 2.7	D: -3.2	E: -7.6	F: 3.9	G: -0.9	H: -9.3
> O=c1c2ccccc2nc(-c2ccccc2)n1CCCn1ccnc1
  A: -3.6	B: -0.1	C: 2.8	D: 0.6	E: 1.1	F: 3.3	G: 0.0	H: -5.7
> CC1CCN(Cc2nnc(-c3cccc(Br)c3)o2)CC1
  A: -1.3	B: -10.2	C: 0.1	D: 11.8	E: 0.8	F: -3.0	G: -3.0	H: -6.5
> O=C(Nc1nnc(CCc2ccccc2)s1)c1cccc(F)c1
  A: -3.4	B: -7.3	C: 0.3	D: 12.2	E: 2.7	F: -30.7	G: 3.5	H: -5.7
> NS(=O)(=O)c1cccc(NC(=O)c2cc(=O)c3ccccc3o2)c1
  A: -3.0	B: -5.5	C: 1.4	D: 3.9	E: 2.5	F: 4.9	G: 2.5	H: -5.9
> Cn1c(=O)c2c(nc(CN3CCOCC3)n2CCc2ccccc2)n(C)c1=O
  A: 1.9	B: 2.2	C: -0.6	D: 1.1	E: 7.0	F: -2.3	G: -0.9	H: 0.6
> O=C(NCCCn1ccnc1)C1CCCN(S(=O)(=O)c2ccc(F)cc2)C1 (centres undefined)
  A: -4.0	B: 7.1	C: 0.7	D: -3.8	E: -2.2	F: 4.5	G: -0.8	H: -5.3
> Cc1ccc2cc(/C=N/Nc3ccc(C(=O)O)cc3)c(Cl)nc2c1
  A: -5.6	B: 4.1	C: 1.6	D: 5.5	E: -2.1	F: -100.8	G: -0.8	H: -5.0
> N#CCCn1nc(Cc2cccc3ccccc23)c(C#N)c1N
  A: -3.5	B: -7.6	C: -1.7	D: -0.9	E: 3.5	F: -3.2	G: -0.3	H: -7.3
> COc1cccc(/C(O)=C2/C(=O)C(=O)N(CCN3CCOCC3)C2c2cccnc2)c1 (centres undefined)
  A: 0.3	B: 2.5	C: 4.1	D: -1.0	E: 2.6	F: -18.9	G: -2.6	H: 2.0
> CCn1c(COc2ccc(Cl)cc2)nnc1SC1CCc2ccccc2C1=O (centres undefined)
  A: 1.0	B: -3.9	C: 10.7	D: -2.1	E: -7.3	F: -1.0	G: 2.5	H: -2.9
> CC(=O)c1cc2c(cc1NS(=O)(=O)c1ccc3c(c1)OCCO3)OCO2
  A: -0.9	B: -4.4	C: 2.3	D: 7.1	E: -3.1	F: -1.3	G: 3.1	H: 0.2
> O=C(NCc1ccccc1)NC1(C(=O)N2CCCC2)CCCCC1
  A: 0.0	B: 2.3	C: -1.4	D: -2.7	E: -12.0	F: -1.6	G: 1.7	H: 0.3
> O=C(Nc1ccccc1[N+](=O)[O-])C1=C(O)CCn2c1nc1ccccc12
  A: 4.6	B: -25.1	C: 1.0	D: 11.2	E: 10.0	F: 0.8	G: -6.0	H: -0.8

A draw from above in order of length of the SMILES, ascending:
Field names: A = A3A deaminase; B = EBI2 antag; C = MPTP inh; D = CCR6 antag; E = CXCR6 inh; F = Gli-Sufu antag; G = GRIN3A LBD mod; H = APOBEC3G inh
> CC1CCN(Cc2nnc(-c3cccc(Br)c3)o2)CC1
  A: -1.3	B: -10.2	C: 0.1	D: 11.8	E: 0.8	F: -3.0	G: -3.0	H: -6.5
> N#CCCn1nc(Cc2cccc3ccccc23)c(C#N)c1N
  A: -3.5	B: -7.6	C: -1.7	D: -0.9	E: 3.5	F: -3.2	G: -0.3	H: -7.3
> O=C(Nc1nnc(CCc2ccccc2)s1)c1cccc(F)c1
  A: -3.4	B: -7.3	C: 0.3	D: 12.2	E: 2.7	F: -30.7	G: 3.5	H: -5.7
> O=c1c2ccccc2nc(-c2ccccc2)n1CCCn1ccnc1
  A: -3.6	B: -0.1	C: 2.8	D: 0.6	E: 1.1	F: 3.3	G: 0.0	H: -5.7
> O=C(NCc1ccccc1)NC1(C(=O)N2CCCC2)CCCCC1
  A: 0.0	B: 2.3	C: -1.4	D: -2.7	E: -12.0	F: -1.6	G: 1.7	H: 0.3
> O=C(Cc1csc(N2CCOCC2)n1)N/N=C/c1ccc(F)cc1
  A: -2.3	B: 0.2	C: 0.6	D: -4.1	E: 5.3	F: 8.3	G: -0.3	H: -6.1
> CCn1c(COc2ccc(Cl)cc2)nnc1SC1CCc2ccccc2C1=O (centres undefined)
  A: 1.0	B: -3.9	C: 10.7	D: -2.1	E: -7.3	F: -1.0	G: 2.5	H: -2.9
> Cc1ccc2cc(/C=N/Nc3ccc(C(=O)O)cc3)c(Cl)nc2c1
  A: -5.6	B: 4.1	C: 1.6	D: 5.5	E: -2.1	F: -100.8	G: -0.8	H: -5.0
> NS(=O)(=O)c1cccc(NC(=O)c2cc(=O)c3ccccc3o2)c1
  A: -3.0	B: -5.5	C: 1.4	D: 3.9	E: 2.5	F: 4.9	G: 2.5	H: -5.9
> Cn1c(=O)c2c(nc(CN3CCOCC3)n2CCc2ccccc2)n(C)c1=O
  A: 1.9	B: 2.2	C: -0.6	D: 1.1	E: 7.0	F: -2.3	G: -0.9	H: 0.6
> CC(=O)c1cc2c(cc1NS(=O)(=O)c1ccc3c(c1)OCCO3)OCO2
  A: -0.9	B: -4.4	C: 2.3	D: 7.1	E: -3.1	F: -1.3	G: 3.1	H: 0.2
> O=C(Nc1ccccc1[N+](=O)[O-])C1=C(O)CCn2c1nc1ccccc12
  A: 4.6	B: -25.1	C: 1.0	D: 11.2	E: 10.0	F: 0.8	G: -6.0	H: -0.8
> COc1cccc(/C(O)=C2/C(=O)C(=O)N(CCN3CCOCC3)C2c2cccnc2)c1 (centres undefined)
  A: 0.3	B: 2.5	C: 4.1	D: -1.0	E: 2.6	F: -18.9	G: -2.6	H: 2.0

Other results follow.
Field names: A = A3A deaminase; B = EBI2 antag; C = MPTP inh; D = CCR6 antag; E = CXCR6 inh; F = Gli-Sufu antag; G = GRIN3A LBD mod; H = APOBEC3G inh
> CC(C)(C)OC(=O)NCc1n[nH]c(=S)n1C1CC1
  A: -7.1	B: -10.1	C: 1.2	D: -3.3	E: -0.8	F: 1.9	G: 0.2	H: -12.0
> CCCCn1c(SCC(=O)N2CCC(C(=O)OCC)CC2)nc2cc(S(N)(=O)=O)ccc21
  A: -0.6	B: -5.6	C: -10.8	D: -0.3	E: 0.3	F: 6.7	G: -1.0	H: -1.7
> CP(C)(=O)CCP(=O)(c1ccccc1)c1ccccc1
  A: 2.9	B: -5.9	C: 12.0	D: 5.6	E: -8.1	F: 2.2	G: -1.9	H: 1.5
> O=C(COC(=O)CCN=C1NS(=O)(=O)c2ccccc21)NNC(=O)c1ccc(Cl)cc1
  A: -2.8	B: -2.5	C: 0.9	D: 7.3	E: 10.5	F: -1.8	G: 0.1	H: -4.5
> COc1ccc([N+](=O)[O-])cc1N(CC(=O)O)S(C)(=O)=O
  A: 2.5	B: -3.8	C: -0.7	D: 8.3	E: 5.0	F: 3.1	G: -1.8	H: -6.2
> COc1ccc(C(=O)COC(=O)Cn2cnc3c2c(=O)n(C)c(=O)n3C)c(OC)c1
  A: 3.2	B: -1.2	C: 0.3	D: 7.8	E: -4.0	F: 3.8	G: 3.1	H: -3.1
> Cc1cc(NC(=O)CCC(=O)N(CC(=O)NCC2CCCO2)Cc2ccc(F)cc2)no1 (centres undefined)
  A: -5.5	B: 2.7	C: -0.6	D: -14.0	E: -1.2	F: 28.1	G: -1.8	H: -2.8
> Cc1ccc(-n2c(Cc3ccccc3)n[nH]c2=S)cc1
  A: 1.3	B: -13.9	C: 2.4	D: -5.4	E: 18.1	F: 6.5	G: 1.0	H: 33.9
> CCOC(=O)N1CCN(C(=O)COC(=O)c2cc(C)ccc2C)CC1
  A: -5.8	B: 6.6	C: 0.0	D: 11.5	E: 10.3	F: 2.4	G: 2.0	H: -8.4
> NS(=O)(=O)c1ccc(NC(=O)/C=C/c2cccs2)cc1
  A: 4.5	B: -17.0	C: -1.3	D: 13.0	E: 0.5	F: -1.3	G: 7.5	H: 6.7
> O=C(O)COc1ccccc1/C=C1\SC(=S)N(c2cccnc2)C1=O
  A: 13.0	B: ·	C: ·	D: 0.7	E: ·	F: 0.7	G: -0.4	H: 5.0
> COC(=O)c1cc(-c2cccc([N+](=O)[O-])c2)c2c(=O)[nH]c(=O)n(C)c2n1
  A: 4.7	B: 6.4	C: 0.3	D: 8.9	E: 8.1	F: -4.9	G: -0.8	H: -3.2
> COC(=O)c1ccc(COc2ccc(C#N)cc2)o1
  A: -5.1	B: -13.2	C: -1.3	D: 7.6	E: -14.8	F: 31.1	G: 2.8	H: -8.8
> CC(C)CNC(=O)c1cc(=O)[nH]c2ccc(S(=O)(=O)Nc3ccc(F)cc3)cc12
  A: -0.8	B: 8.5	C: 5.0	D: 2.7	E: 6.3	F: -1.6	G: -0.6	H: -14.1
> Cc1cccc(NC(=O)C(=O)NCCCN2CCOCC2)c1
  A: 0.9	B: -8.2	C: -3.0	D: 2.1	E: 4.9	F: -30.9	G: -2.0	H: 7.4
> COc1ccc(C2CC(c3ccccc3O)=NN2C(=O)c2ccccc2)cc1OC (centres undefined)
  A: -3.8	B: 9.3	C: -0.2	D: 9.8	E: 1.7	F: 11.3	G: 2.8	H: -9.2
